TAAR1 ag: agonists of human TAAR1. Q96RJ0. CHO RD-HGA16 TAAR1, Fluo-8 calcium fluorescence; vehicle wells 0%, saturating PEA agonist 100%. activation, % at 3 µM. 360,000 tested, 0.99% active;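 active means activation above the mean activation of all test compounds in the run plus 3 SD, cut at about 38% in these data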
Target sequence (Q96RJ0 whole entry, looked up): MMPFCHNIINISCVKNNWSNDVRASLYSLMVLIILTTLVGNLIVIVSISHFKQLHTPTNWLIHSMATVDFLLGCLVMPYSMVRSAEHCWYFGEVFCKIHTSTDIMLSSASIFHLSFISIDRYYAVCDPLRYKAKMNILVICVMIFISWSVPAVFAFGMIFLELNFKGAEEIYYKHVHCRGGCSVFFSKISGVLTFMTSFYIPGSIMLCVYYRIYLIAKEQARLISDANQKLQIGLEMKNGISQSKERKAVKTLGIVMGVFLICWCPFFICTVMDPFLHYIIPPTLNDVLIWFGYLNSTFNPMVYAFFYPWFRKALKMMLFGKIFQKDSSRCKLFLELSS
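System: CHO RD-HGA16 cells carrying human TAAR1 plus Gα16; Incubation: 17-24 h seeding, 75 min 37 °C dye, 30 min RT; Measured by: Fluo-8 fluorescence, 5 s baseline then 140 s kinetic read; Control set: DMSO and PEA EC100; Replication: single well for each compound.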
CHRM5 antagonist: antagonists of human muscarinic M5 receptor (CHRM5). inhibition, % at 3 µM. P08912. CHO-hM5 cells, Fluo-8 calcium fluorescence, ACh EC80. 360,000 tested, 0.59% active. AID 624040;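 active means inhibition above a per-plate cutoff, the mean of that plate's test compounds plus 3 SD, cut at about 27% in these data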;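 further: 0% = acetylcholine EC80 with DMSO and 100% = DMSO without agonist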
CHRM5 PAM: positive allosteric modulators of human muscarinic M5 receptor | P08912 | CHO-K1 hM5, Fluo-8 calcium, ACh EC20 PAM; 0% = ACh EC20, 100% = ACh EC100 | activation, % at 3 µM | 360,000 tested, 0.3% active | AID 624038;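 active means activation above the run cutoff, the mean activation of all test compounds plus 3 SD, cut at about 18% in these data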
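Assay system: CHO-K1 hM5 cells / Incubation: Fluo-8 loading 80 min at 37 °C plus 30 min room temperature / Technique: Fluo-8 calcium dye fluorescence, kinetic read / Repeats: single replicate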
M4 ag: CHRM4 agonism in calcium assay; P08173; CHO-K1 hM4/Gqi5, Fluo-8 calcium fluorescence; vehicle 0%, full acetylcholine response 100%; activation, % at 3 µM; 360,000 tested, 0.14% active;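 active means activation above the run mean over all test wells plus 3 SD, cut at about 32% in these data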;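 further: peak over basal fluorescence ratio per well then scaled between controls; 0% = DMSO wells and 100% = acetylcholine at EC100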
Target sequence (P08173 whole entry, looked up): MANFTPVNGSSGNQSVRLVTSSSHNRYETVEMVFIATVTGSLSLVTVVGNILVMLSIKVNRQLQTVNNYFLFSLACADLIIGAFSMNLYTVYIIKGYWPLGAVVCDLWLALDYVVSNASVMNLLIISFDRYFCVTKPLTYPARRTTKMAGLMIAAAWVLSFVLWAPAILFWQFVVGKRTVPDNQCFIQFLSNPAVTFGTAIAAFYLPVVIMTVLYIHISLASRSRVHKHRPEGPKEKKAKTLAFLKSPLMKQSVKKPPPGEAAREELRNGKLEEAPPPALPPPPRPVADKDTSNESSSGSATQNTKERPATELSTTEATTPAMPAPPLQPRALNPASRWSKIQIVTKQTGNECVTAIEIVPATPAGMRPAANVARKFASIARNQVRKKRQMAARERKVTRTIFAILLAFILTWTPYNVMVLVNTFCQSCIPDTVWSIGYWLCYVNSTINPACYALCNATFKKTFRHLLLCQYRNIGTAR
CHRM5 agonist: CHRM5 agonism in calcium assay. P08912. CHO-K1 hM5 cells, Fluo-8 calcium fluorescence; 0% DMSO wells, 100% maximal acetylcholine response. activation, % at 3 µM. 360,000 tested, 0.19% active. AID 624037;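 active means activation above the run's mean over test compounds plus 3 SD, cut at about 23% in these data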;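 further: signal is peak over basal fluorescence ratio across the kinetic read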
M1 ag: human M1 muscarinic receptor agonism | P11229 | CHO-K1 hM1, Fluo-8 calcium fluorescence, agonist mode; 0% DMSO, 100% acetylcholine EC100 | activation, % at 3 µM | 360,000 tested, 0.33% active;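 active means activation above the run's mean compound activation plus 3 SD, cut at about 16% in these data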;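 further: peak over basal fluorescence ratio within a 140 s kinetic read after compound addition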
CHRM1 antagonist: antagonists of human M1 muscarinic receptor; P11229; 360,000 tested, 1.3% active; CHO-K1 hM1, Fluo-8 calcium fluorescence, ACh EC80 antagonist; inhibition, % at 3 µM; AID 588852;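 active means percent inhibition above its own plate's cutoff, namely the mean of that plate's compound wells plus 3 SD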;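 further: peak over basal fluorescence ratio during 140 s after agonist addition; 0% = ACh EC80 plus DMSO and 100% = DMSO alone without agonist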
CHRM4 antagonist: CHRM4 antagonism in calcium assay; P08173; CHO-hM4 cells, ACh EC80, Fluo-8 calcium fluorescence; inhibition, % at 3 µM; 360,000 tested, 0.73% active;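 active means inhibition above its plate's cutoff, the mean inhibition of sample wells plus 3 SD, cut at about 27% in these data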;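 further: 0% = acetylcholine EC80 with DMSO and 100% = DMSO without agonist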
M1 PAM: potentiates human M1 receptor response to acetylcholine; CHO-K1 hM1, Fluo-8 calcium fluorescence, ACh EC20; 0% = ACh EC20, 100% = maximal ACh; activation, % at 3 µM; 360,000 tested, 0.088% active; AID 588819; in the data active means activation above about 19%, passing the limit was not always enough
Active calls of the source: *. These rows are one share of the data; the hit share may differ from the screen's.

Results for CN(C)S(=O)(=O)c1ccc(N2C(=O)CC2(/C=C/c2ccccc2)C(=O)NC2CCCC2)cc1 (stereo unspecified) ?
TAAR1 ag: 0; CHRM5 antagonist: -8; CHRM5 PAM: 4; M4 ag: 0; CHRM5 agonist: -3; M1 ag: -4; CHRM1 antagonist: -9; CHRM4 antagonist: -13; M1 PAM: 5

What do the screens show for `C=CCC(=O)N1CCCC(CNC(=O)c2ccc(-c3ccccc3)cc2)C1` (stereo unspecified)?
TAAR1 ag: 2; CHRM5 antagonist: 4; CHRM5 PAM: 0; M4 ag: 2; CHRM5 agonist: -3; M1 ag: -1; CHRM1 antagonist: 1; CHRM4 antagonist: 1; M1 PAM: 0

What do the screens show for `Cc1cc(-c2csc(N)n2)c(C)n1C`?
TAAR1 ag: 11; CHRM5 antagonist: 8; CHRM5 PAM: -5; M4 ag: 1; CHRM5 agonist: -3; M1 ag: -3; CHRM1 antagonist: 9; CHRM4 antagonist: -5; M1 PAM: -1

How did CN1CCN(c2ccc([N+](=O)[O-])cc2NC(=O)c2ccccc2Cl)CC1 do in these assays?
CHRM5 antagonist: -14; CHRM5 PAM: 8; M4 ag: 0; CHRM5 agonist: 0; M1 ag: -5; CHRM1 antagonist: -3; CHRM4 antagonist: -3; M1 PAM: 2

How did CC1(C(=O)NCc2ccccc2)CCC(=O)N1CCOc1ccccc1 (stereo unspecified) do in these assays?
TAAR1 ag: 1; CHRM5 antagonist: 7; CHRM5 PAM: -8; M4 ag: 0; CHRM5 agonist: 3; M1 ag: -5; CHRM1 antagonist: 13; CHRM4 antagonist: 9; M1 PAM: -4

How did CCOc1ccc(CN2CCN(Cc3c(C)nn(CC)c3C)CC2CCO)cc1 (stereo unspecified) do in these assays?
TAAR1 ag: 2; CHRM5 antagonist: 6; CHRM5 PAM: -4; M4 ag: 0; CHRM5 agonist: -4; M1 ag: -7; CHRM1 antagonist: -9; CHRM4 antagonist: -1; M1 PAM: 4

Results for CCC(=O)c1cn(/C(=C\C(=O)OC(C)(C)C)CCC(OC)OC)cc1CC ?
TAAR1 ag: 0; CHRM5 antagonist: -7; CHRM5 PAM: 12; M4 ag: 2; CHRM5 agonist: 3; M1 ag: -5; CHRM1 antagonist: -7; CHRM4 antagonist: -15; M1 PAM: 3

Results for COc1ccc(S(=O)(=O)N(C)C)cc1NC(=O)c1ccc2c(c1)NC(=O)C(C)S2 (stereo unspecified) ?
TAAR1 ag: 4; CHRM5 antagonist: 6; CHRM5 PAM: -4; M4 ag: 3; CHRM5 agonist: -5; M1 ag: -5; CHRM1 antagonist: -6; CHRM4 antagonist: -1; M1 PAM: 7

How did CCN(C(=O)CSc1nnc(CNc2cccc(OC)c2)n1C1CCCCC1)C1CCS(=O)(=O)C1 (stereo unspecified) do in these assays?
TAAR1 ag: 0; CHRM5 antagonist: -5; CHRM5 PAM: 7; M4 ag: 1; CHRM5 agonist: -5; M1 ag: -6; CHRM1 antagonist: -23; CHRM4 antagonist: -18; M1 PAM: 11

How did O=C(NCc1ccccn1)c1ccc(CNS(=O)(=O)c2cccc(C(F)(F)F)c2)cc1 do in these assays?
TAAR1 ag: 11; CHRM5 antagonist: 0; CHRM5 PAM: 2; M4 ag: 1; CHRM5 agonist: -4; M1 ag: -10; CHRM1 antagonist: 0; CHRM4 antagonist: 0; M1 PAM: 14

What do the screens show for `CCOC(=O)c1cc2c(ccc3ccccc32)oc1=O`?
TAAR1 ag: -1; CHRM5 antagonist: 5; CHRM5 PAM: 4; M4 ag: -1; CHRM5 agonist: -4; M1 ag: -6; CHRM1 antagonist: -9; CHRM4 antagonist: -5; M1 PAM: 10

Results for O=C1NC2=C(C(=O)c3ccccc32)C(c2ccccc2)N1 (stereo unspecified) ?
TAAR1 ag: 0; CHRM5 antagonist: -4; CHRM5 PAM: -4; M4 ag: 1; CHRM5 agonist: 1; M1 ag: -2; CHRM1 antagonist: -7; CHRM4 antagonist: 2; M1 PAM: -7

How did CCCCCc1cc(=O)oc2c(C(CCN3CCCC(C)C3)c3ccc4c(c3)OCO4)c(OC)cc(OC)c12 (stereo unspecified) do in these assays?
TAAR1 ag: 36; CHRM5 antagonist: 6; CHRM5 PAM: 7; M4 ag: 4; CHRM5 agonist: 0; M1 ag: -3; CHRM1 antagonist: 1; CHRM4 antagonist: 8; M1 PAM: 5

How did O=C1NC(Cc2ccc(O)cc2)c2nc3ccc(Br)cc3c(=O)n2-c2cc3ccccc3cc21 (stereo unspecified) do in these assays?
TAAR1 ag: 1; CHRM5 antagonist: 6; CHRM5 PAM: 1; M4 ag: 2; CHRM5 agonist: 1; M1 ag: -3; CHRM1 antagonist: -16; CHRM4 antagonist: 18; M1 PAM: 5

Results for COc1ccc(OCc2nc3ccccc3[nH]2)cc1 ?
TAAR1 ag: 2; CHRM5 antagonist: 9; CHRM5 PAM: -8; M4 ag: 1; CHRM5 agonist: 1; M1 ag: -3; CHRM1 antagonist: -6; CHRM4 antagonist: -1; M1 PAM: 2

What do the screens show for `CC1CCc2c(sc3nc(SCC(=O)NCc4ccco4)nc(N)c23)C1` (stereo unspecified)?
TAAR1 ag: 7; CHRM5 antagonist: 3; CHRM5 PAM: 3; M4 ag: 3; CHRM5 agonist: -2; M1 ag: 0; CHRM1 antagonist: -33; CHRM4 antagonist: 0; M1 PAM: 5

Results for C/C(CC(=O)Nc1c(C)cc(C)cc1C)=N\NC(=O)c1cnccn1 ?
TAAR1 ag: 2; CHRM5 antagonist: 0; CHRM5 PAM: -3; M4 ag: 0; CHRM5 agonist: 0; M1 ag: -5; CHRM1 antagonist: -4; CHRM4 antagonist: 2; M1 PAM: 3

What do the screens show for `S=C1NCCc2ccccc2C1c1ccccc1Cl` (stereo unspecified)?
TAAR1 ag: -2; CHRM5 antagonist: 5; CHRM5 PAM: -1; M4 ag: 0; CHRM5 agonist: -7; M1 ag: -2; CHRM1 antagonist: -28; CHRM4 antagonist: -3; M1 PAM: 7

What do the screens show for `CC1CCc2c(sc3ncn(CC(=O)N4CCCCC4)c(=O)c23)C1` (stereo unspecified)?
TAAR1 ag: 3; CHRM5 antagonist: 11; CHRM5 PAM: -5; M4 ag: 1; CHRM5 agonist: -1; M1 ag: -9; CHRM1 antagonist: -3; CHRM4 antagonist: -6; M1 PAM: 4

How did O=C(O)c1cccc(NC(=O)c2cc(S(=O)(=O)N3CCOCC3)cs2)c1 do in these assays?
TAAR1 ag: 3; CHRM5 antagonist: 0; CHRM5 PAM: 10; M4 ag: 1; CHRM5 agonist: 3; M1 ag: -5; CHRM1 antagonist: -4; CHRM4 antagonist: 2; M1 PAM: 11

How did CCOc1ccc(NC(=O)C2CCCN(S(=O)(=O)c3ccc4c(c3)CC(C)N4C(C)=O)C2)cc1 (stereo unspecified) do in these assays?
TAAR1 ag: 1; CHRM5 antagonist: -5; CHRM5 PAM: 0; M4 ag: 3; CHRM5 agonist: 0; M1 ag: -2; CHRM1 antagonist: -4; CHRM4 antagonist: -9; M1 PAM: 6

How did Brc1ccc(Nc2c3c(nc4ncnn24)CCC3)cc1 do in these assays?
TAAR1 ag: -3; CHRM5 antagonist: -14; CHRM5 PAM: 3; M4 ag: -3; CHRM5 agonist: -2; M1 ag: -9; CHRM1 antagonist: -15; CHRM4 antagonist: -14; M1 PAM: 6

What do the screens show for `O=C(Nc1cc(C(F)(F)F)ccc1Cl)C(NCc1ccccc1)c1ccccc1` (stereo unspecified)?
TAAR1 ag: 11; CHRM5 antagonist: -5; CHRM5 PAM: -7; M4 ag: -1; CHRM5 agonist: -5; M1 ag: -9; CHRM1 antagonist: 0; CHRM4 antagonist: -4; M1 PAM: -4

Results for CCN(CC)c1nc(N(CC)CC)[nH]c(=O)n1 ?
TAAR1 ag: 7; CHRM5 antagonist: -4; CHRM5 PAM: -1; M4 ag: -1; CHRM5 agonist: 0; M1 ag: -2; CHRM1 antagonist: -4; CHRM4 antagonist: 0; M1 PAM: 10

Two entries picked at random from those above:
How did O=C(O)c1cccc(NC(=O)c2cc(S(=O)(=O)N3CCOCC3)cs2)c1 do in these assays?
TAAR1 ag: 3; CHRM5 antagonist: 0; CHRM5 PAM: 10; M4 ag: 1; CHRM5 agonist: 3; M1 ag: -5; CHRM1 antagonist: -4; CHRM4 antagonist: 2; M1 PAM: 11

Results for C/C(CC(=O)Nc1c(C)cc(C)cc1C)=N\NC(=O)c1cnccn1 ?
TAAR1 ag: 2; CHRM5 antagonist: 0; CHRM5 PAM: -3; M4 ag: 0; CHRM5 agonist: 0; M1 ag: -5; CHRM1 antagonist: -4; CHRM4 antagonist: 2; M1 PAM: 3

More entries follow:
How did COc1cc2cc(CCCOC(=O)c3ccc(F)cc3)oc(=O)c2cc1OC do in these assays?
TAAR1 ag: 5; CHRM5 antagonist: -1; CHRM5 PAM: 6; M4 ag: 4; CHRM5 agonist: 1; M1 ag: -4; CHRM1 antagonist: -3; CHRM4 antagonist: 3; M1 PAM: 3

What do the screens show for `Cc1cc(C)nc(N2CCC(C(=O)NNC(=O)c3ccccc3)CC2)n1`?
TAAR1 ag: 7; CHRM5 antagonist: 18; CHRM5 PAM: -2; M4 ag: 1; CHRM5 agonist: -1; M1 ag: -2; CHRM1 antagonist: -10; CHRM4 antagonist: 14; M1 PAM: 15

What do the screens show for `O=C(Cc1ccc(NC(=O)C2CCCN(C(=O)C3CC3)C2)cc1)Nc1cccc(C(=O)N2CCCCC2)c1` (stereo unspecified)?
TAAR1 ag: 1; CHRM5 antagonist: -4; CHRM5 PAM: 0; M4 ag: 0; CHRM5 agonist: -2; M1 ag: -4; CHRM1 antagonist: -10; CHRM4 antagonist: -12; M1 PAM: 5

How did COc1cc(/C=C(\C#N)C(=O)Nc2ccccc2C(=O)O)cc(Cl)c1OC do in these assays?
TAAR1 ag: -2; CHRM5 antagonist: -4; CHRM5 PAM: 3; M4 ag: -2; CHRM5 agonist: -4; M1 ag: -1; CHRM1 antagonist: 3; CHRM4 antagonist: 2; M1 PAM: -1

Results for Cc1csc(-c2nc3ccccc3n2C(C(=O)NC(C)(C)C)c2cc3ccccc3o2)c1 (stereo unspecified) ?
TAAR1 ag: 0; CHRM5 antagonist: -15; CHRM5 PAM: 7; M4 ag: 1; CHRM5 agonist: -3; CHRM4 antagonist: 0

How did CCCCNc1nc2cccnc2s1 do in these assays?
TAAR1 ag: 11; CHRM5 antagonist: -4; CHRM5 PAM: 2; M4 ag: 0; CHRM5 agonist: -2; M1 ag: -6; CHRM1 antagonist: -12; CHRM4 antagonist: 2; M1 PAM: 9

How did O=C(OCC(=O)N(Cc1ccccc1)Cc1ccccc1)c1ccccc1O do in these assays?
TAAR1 ag: 17; CHRM5 antagonist: 12; CHRM5 PAM: -10; M4 ag: 4; CHRM5 agonist: -4; M1 ag: -6; CHRM1 antagonist: 11; CHRM4 antagonist: 6; M1 PAM: -6

How did COc1cccc(NC(=S)NN=C2CCCCCC2)c1 do in these assays?
TAAR1 ag: 4; CHRM5 antagonist: 5; CHRM5 PAM: 1; M4 ag: 0; CHRM5 agonist: -1; M1 ag: -6; CHRM1 antagonist: -4; CHRM4 antagonist: 7; M1 PAM: 3

Screening results (PubChem)
